Hsp70 inhibitors – Hsp70 inhibitors, probe displacement, primary screen, biochemical, fluorescence polarization (AID 583); one-dose displacement, % at 20 µM; IC50 in µM for titrated hits; Heat shock 70 kDa protein 1A (Homo sapiens); hit rate 0.06% among 140,000; Hsp70 fluorescence polarization probe displacement, mP; higher % means a stronger effect; in the data active = displacement above about 50%;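 note: plate controls were vehicle for no effect and reference ligand for full effect; a part of the inactive calls stands beside numbers as strong as those of hits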
MKP-3 inhibition – MKP-3 phosphatase inhibitors, primary screen, biochemical, rat enzyme, in vitro (AID 425); recombinant MKP-3 phosphatase activity, fluorescence; higher % means a stronger effect; Dual specificity protein phosphatase 6 (Rattus norvegicus); inhibition, % at 20 µM, or IC50 in µM where a hit was titrated; hit rate 0.17% among 110,000; in the data active = inhibition above about 50%;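 note: plate controls were vehicle for no effect and reference inhibitor for full effect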
An asterisk follows results filed as active; · = not tested or not shown; & = joins results of further samples. These rows are one share of the data; rates above refer to the full screens.

A first look:
SMILES	Hsp70 inhibitors	MKP-3 inhibition
CCCCOc1ccc(/C(N)=N/O)cc1	-1.9%	0%
CCC(=O)Nc1sc2c(c1C(=O)Nc1ccc(OC)cc1)CCCCC2	0.4%	-3%
Cc1ccccc1C1CC(c2ccc(F)cc2)Nc2nc(N)nn21 (centres undefined)	11%	-8%
OC(COc1ccccc1)CSc1nc2ccccc2s1 (centres undefined)	4.1%	0%

Main list, repeating the preview:
SMILES	Hsp70 inhibitors	MKP-3 inhibition
CCCCOc1ccc(/C(N)=N/O)cc1	-1.9%	0%
CCC(=O)Nc1sc2c(c1C(=O)Nc1ccc(OC)cc1)CCCCC2	0.4%	-3%
Cc1ccccc1C1CC(c2ccc(F)cc2)Nc2nc(N)nn21 (centres undefined)	11%	-8%
OC(COc1ccccc1)CSc1nc2ccccc2s1 (centres undefined)	4.1%	0%
COC(=O)C1=C(C)NC2=C(C(=O)CCC2)C1c1ccc(Cl)cc1 (centres undefined)	1.9%	3%
O=C(CSc1nnc(CNC(=O)c2cccs2)o1)NCc1ccc(F)cc1	·	4%
O=C(Nc1nnc(/C=C/c2ccccc2)s1)c1ccccc1Br	6.1%	0%
COc1ccc([N+](=O)[O-])cc1NC(=S)Nc1ccccc1	-3.4%	2%
CCc1ccccc1NC(=O)C1CC(=O)N(c2cccc([N+](=O)[O-])c2)C1 (centres undefined)	-0.3%	3%
CCOC(=O)C1=C(O)CSC1=Nc1ccc(Cl)cc1	2.2%&-0.7%	-6%&5%
COc1cc(Br)c(C2C(C(=O)OCCOc3ccccc3)=C(C)NC3=C2C(=O)CC(C)(C)C3)cc1OC (centres undefined)	-3.2%	8%
O=C(COc1ccccc1Cl)NCc1ccc2c(c1)OCO2	-3.3%	3%
CCCn1c(SCC(=O)NCc2ccccc2)nnc1-c1ccncc1	4.5%	·
CC(C)CC(C(=O)O)C(C)CC(=O)Nc1ccn(-c2ccccc2)n1 (centres undefined)	1.4%	-4%
O=C(Oc1c(Cl)cc(Cl)c2cccnc12)N1CCCCC1	-2.5%	2%
CCOc1ccc(C2Nc3ccccc3NC3=C2C(=O)CC(c2ccc(OC)cc2)C3)cc1OC (centres undefined)	0.0%	3%
COc1ccccc1C/C(N)=N/OC(=O)COc1ccc(C)cc1Br	2.3%	-1%
COc1cc(NC(=O)c2cc3ccccc3o2)c(OC)cc1Cl	-0.4%	-4%
COc1ccc(NC(=O)CN2CCN(CC(=O)Nc3ccc4c(c3)OCO4)CC2)cc1	-6.4%	-1%
COC(=O)c1ccc(/C=C2/SC(=S)N(CC(=O)O)C2=O)cc1	1.8%	3%
Cc1ccc(-c2nc3ccccc3o2)cc1NC(=O)COc1ccccc1[N+](=O)[O-]	-6.1%	3%
CCOc1cccc(C(=O)N(Cc2ccc(F)cc2)C2CCS(=O)(=O)C2)c1 (centres undefined)	-4.8%	3%
O=C(CSC(=S)N1CCCCC1)c1ccc([N+](=O)[O-])cc1	-2.8%	1%
CS(=O)(=O)N(C(=O)NC(=O)NC1CCS(=O)(=O)C1)C1CCCCC1 (centres undefined)	0.5%	-10%
c1cc2c(cc1Nc1nc(-c3ccc4c(c3)OCO4)cs1)OCCO2	-12%	-1%
Cc1nc(NC(=O)c2cc(-n3cnnc3)ccc2Cl)ccc1Br	-0.7%	·
COc1ccc(S(=O)(=O)N2CCN(C(=O)[C@@H]3CCC(=O)N3C3OC(=O)c4ccccc43)CC2)cc1 (some centres undefined)	-3.5%	-1%
CC(C)OC(=O)C1C(=O)CC(C)(O)C(C(=O)OC(C)C)C1c1ccc(C(C)C)cc1 (centres undefined)	-2.1%	-1%
CC(=O)/C=C(\C)N1N=C(c2ccccc2)CC1c1cccc([N+](=O)[O-])c1 (centres undefined)	-2.3%	4%
Cc1[nH]c2ccccc2c1C(=O)CNc1nccs1	-2.8%	·
COc1ccc(CC(NC(C)=O)C(=O)NC2CCN(c3c4c(nc5ncnn35)CCC4)CC2)cc1 (centres undefined)	-0.8%	-9%
COc1ccccc1OCc1nnc(SCC(=O)NCc2ccco2)n1Cc1ccco1	-0.3%	-1%
O=C(Nc1ccc(N2CCCC2)cc1)c1ccc(Br)o1	6.4%	-1%
COc1cc([N+](=O)[O-])ccc1NC(=S)NC(=O)c1ccc(Cl)cc1	-2.6%	8%
CC(NC(=O)OCc1ccccc1)C(=O)OCN1C(=O)c2ccccc2C1=O (centres undefined)	1.2%	-6%
COc1ccc(Cn2nnnc2C(c2cccs2)N2CCSCC2)cc1 (centres undefined)	0.2%	-16%
COc1ccc(CN2CCN(C(=O)CC(C)C)CC2)c2ccccc12	3.3%	-4%
CN1C(=O)N(C)C(NC(=O)Nc2ccccc2)C1NC(=O)Nc1ccccc1 (centres undefined)	0.9%	-10%
CCC(C)NC(=O)C(NS(=O)(=O)c1cccc2nsnc12)c1ccccc1 (centres undefined)	3.5%	-6%
Cc1c(C(=O)Nc2ccncc2)oc2ccccc12	0.2%	-4%
Brc1c(CSc2nncn2-c2ccccc2)nc2sccn12	1.2%	-10%
C=CCn1c(SCC(=O)N2CC(=O)Nc3ccccc32)nc2scc(-c3ccccc3)c2c1=O	-17%	·
O=C(CSc1nc2ccccc2n1CC(=O)N1CCOCC1)N1CCCC1	6.4%	·
CC(C)CC(=O)Nc1ccc(-c2cn3ccsc3n2)cc1	-1.7%	-1%
Cc1c(NC(=O)c2nn3c(C(F)(F)F)c4c(nc3c2Cl)-c2ccccc2CC4)c(=O)n(-c2ccccc2)n1C	5.6%	-3%
CC(CN1CCCC1)OC(=O)COc1ccccc1 (centres undefined)	-4.9%	-13%
O=C(NCC1CCCO1)c1cccc(F)c1 (centres undefined)	-3.0%	·
c1ccc2nc(-c3nc4ccccc4[nH]3)ccc2c1	4.9%	2%

A second format for part of the listing above:
CCC(C)NC(=O)C(NS(=O)(=O)c1cccc2nsnc12)c1ccccc1 (centres undefined)
  Hsp70 inhibitors: 3.5%	MKP-3 inhibition: -6%

Cc1c(C(=O)Nc2ccncc2)oc2ccccc12
  Hsp70 inhibitors: 0.2%	MKP-3 inhibition: -4%

Brc1c(CSc2nncn2-c2ccccc2)nc2sccn12
  Hsp70 inhibitors: 1.2%	MKP-3 inhibition: -10%

C=CCn1c(SCC(=O)N2CC(=O)Nc3ccccc32)nc2scc(-c3ccccc3)c2c1=O
  Hsp70 inhibitors: -17%	MKP-3 inhibition: ·

(continued)
SMILES	Hsp70 inhibitors	MKP-3 inhibition
c1ccc(C2=Nn3c(nnc3-c3n[nH]c4c3CCC4)SC2)cc1	-2.4%	5%
CCOc1ccccc1NC(=O)CN(c1ccc(OC)cc1)S(=O)(=O)c1ccccc1	1.6%	4%
O=C1NC(=S)N(c2ccc(Br)cc2)C(=O)/C1=C\c1ccc(-c2ccc([N+](=O)[O-])cc2)o1	-1.4%	0%
COc1cc(-c2noc(-c3ccc(F)cc3)n2)cc(OC)c1OC	-0.6%	3%
Cn1c(NCCO)nc2c(c1=O)C1(CCCCC1)Cc1ccccc1-2	2.5%	-8%
Cc1nnc(SCC(=O)NCc2ccco2)n1-c1ccccc1	-7.1%	·
CC(C)N(C(=O)CN(C#N)c1nc(N(C)C)nc(N(C)C)n1)c1ccccc1	1.4%	-13%
O=C(Nc1ccc(N2CCOCC2)cc1)c1cccc(Cl)c1	2.1%	0%
O=S1(=O)N=C(Nc2ccc(N3CCOCC3)cc2)c2ccccc21	·	-1%
Cc1ccc(-c2noc(-c3ccccc3C(=O)N3CCOCC3)n2)cc1	-3.0%	·
O=[N+]([O-])c1cccc(S(=O)(=O)Nc2ccc3c(c2)OCO3)c1	-1.3%	3%
CCOc1ccccc1NC(=O)c1c(NC(=O)c2cccc(F)c2)sc2c1CCC(C)C2 (centres undefined)	-0.7%	4%

Five compounds picked at random from the list so far:
SMILES	Hsp70 inhibitors	MKP-3 inhibition
COc1ccc(CC(NC(C)=O)C(=O)NC2CCN(c3c4c(nc5ncnn35)CCC4)CC2)cc1 (centres undefined)	-0.8%	-9%
CC(C)N(C(=O)CN(C#N)c1nc(N(C)C)nc(N(C)C)n1)c1ccccc1	1.4%	-13%
CC(C)CC(=O)Nc1ccc(-c2cn3ccsc3n2)cc1	-1.7%	-1%
c1ccc2nc(-c3nc4ccccc4[nH]3)ccc2c1	4.9%	2%
Cc1[nH]c2ccccc2c1C(=O)CNc1nccs1	-2.8%	·

More records.
SMILES	Hsp70 inhibitors	MKP-3 inhibition
CCN(CC)S(=O)(=O)c1ccc(NC2c3ncccc3C(=O)N2Cc2ccccc2)cc1 (centres undefined)	3.8%	3%
O=C(CN1CCC(NC(=O)c2cccc(F)c2)CC1)NCc1ccccc1F	-1.2%	-4%
CCc1cccc(NC(=O)c2cccc(F)c2)c1	0.5%	2%
CCC(C)C(NC(=O)C1CCC(C)CC1)C(=O)Nc1cc(OC)ccc1OC (centres undefined)	1.1%	·
CC1(c2cccs2)CC(c2cccs2)=C(C#N)C(=O)N1 (centres undefined)	3.4%&-0.7%	-7%&-3%
Cc1c(C(N)=O)c(N)c(C(=O)c2ccccc2)n1-c1ccccc1	4.2%&2.4%	-8%&-1%
COc1ccccc1NC(=O)/C(=C/c1ccccc1)c1ccccc1	-1.7%	-3%
O=C1NC(=Nc2cccnc2)S/C1=C\c1ccc(Br)cc1	-8.1%	4%
O=C(COCc1nc2ccccc2c(=O)[nH]1)NCC1CCCCC1	-2.4%	·
O=C(COc1ccc([N+](=O)[O-])cc1)Nc1ccc(O)cc1C(=O)O	-6.2%	5%
CCOc1cc(/C=C(\C#N)c2nc3ccccc3[nH]2)cc(I)c1OC	-2.9%	0%
COc1ccc(C(C)C)cc1S(=O)(=O)Nc1ccc(Cl)cn1	-0.1%	-9%
COc1ccc(N/N=C(/C#N)C(=N)N2CCCCCC2)cc1	1.1%	0%
O=C1/C(=C/c2cccnc2)Oc2cc(OS(=O)(=O)c3ccc(F)cc3)ccc21	-2.8%	·
COc1ccccc1N1CCN(C(=O)CSc2nc(-c3ccccc3)cc(=O)[nH]2)CC1	0.8%	-10%
Cn1c(SCC(=O)c2ccccc2)nnc1C1CC1	7.3%	-5%
O=c1c2c3c(sc2nc2n1CCCCC2)CCC3	-3.3%	·
O=C(Oc1cccc(N2C(=O)CCC2=O)c1)C1CC(=O)N(c2ccc(F)cc2)C1 (centres undefined)	5.2%	-16%
CC(=O)Oc1ccc(NC(=O)CC2SC(N)=NC2=O)cc1 (centres undefined)	1.6%	0%
COc1cccc(N2C(=O)CC(N3CCN(C(=O)c4ccco4)CC3)C2=O)c1 (centres undefined)	5.3%	·
COc1ccc(Cl)cc1NC(=O)CSCc1cccc(Br)c1	3.3%	5%
O=C(Oc1ccc([N+](=O)[O-])cc1)c1ccc(Cl)c(S(=O)(=O)N2CCOCC2)c1	1.6%	4%
CCOC(=O)c1sc(NC(=O)COc2ccc(CC)cc2)c(C(=O)OCC)c1C	-2.2%	0%
NC(=O)C1(N2CCCCC2)CCN(CC(=O)Nc2cc(Cl)ccc2Cl)CC1	-0.6%	-16%
O=C(N=Nc1c(O)n(CN2CCCCCC2)c2ccccc12)c1ccncc1	6.3%	-2%
O=C(Nc1cccc(Cl)c1Cl)c1ccc(CN2CCc3ccccc3C2)cc1	1.8%	2%
COc1ccccc1N1CCN(c2ncnc3nc[nH]c23)CC1	·	0%
Cc1ccc(N2C(=O)c3ccc(N)cc3C2=O)cc1	13%	-6%
O=C(CN1C2=NCCN2c2ccccc21)C12CC3CC(CC(C3)C1)C2	-4.4%	-3%
CCOC(=O)c1sc(NC(=O)c2cccc3ccccc23)nc1C	3.9%	3%
CCCCn1c(SCC(=O)NCCOC)nc2ccc(N3CCOCC3)cc2c1=O	-5.2%	·
Cc1cc(C)n(CC(O)COc2cccc(OCC(O)Cn3nc(C)cc3C)c2)n1 (centres undefined)	-6.0%	-9%
O=C(NC(Cc1ccccc1)C(=O)O)c1ccc(S(=O)(=O)N2CCCC2)cc1 (centres undefined)	0.1%	0%
CCN1CCc2nc(NC(=O)Cc3ccc4c(c3)OCCO4)sc2C1	0.3%	4%
CC(C)(C)NC(=O)Cn1nnc(-c2ccccc2Cl)n1	-5.1%	6%
O=c1oc(-c2cccc(F)c2)nc2c1cnn2-c1ccccc1	-2.5%	4%
Cn1nnnc1SCc1cc(=O)n2ccsc2n1	-7.4%	2%
Cc1ccc(C(c2sc3ncnn3c2O)N2CC(C)CC(C)C2)cc1 (centres undefined)	-0.7%	-4%
COc1ccc(S(=O)(=O)N(C)CC(=O)O)c2ccccc12	1.7%	-5%
O=C(Cc1ccccc1)N1N=C(c2ccc(Br)cc2)CC1(O)C(F)(F)F (centres undefined)	5.5%	0%
O=C(NCCO)c1nc2ccccc2s1	8.0%	·
NC(=O)NC(=O)COC(=O)CCCc1c[nH]c2ccccc12	-0.5%	-7%
O=S(=O)(Nc1nc2ccccc2nc1NCCO)c1cccc(Cl)c1	0.2%	8%
O=C(CSc1nnc(-c2cccc(F)c2)n1-c1ccccc1)NCc1ccccc1	-2.3%	3%
Cc1cc(C)nc(SCCCn2c(=O)[nH]c3ccccc32)n1	0.0%	-2%
O=C(Nc1cccc(Br)c1)c1cnccn1	6.4%	1%
COC(=O)c1ccc(-n2c(C)cc(/C=C3\SC(=S)NC3=O)c2C)cc1	-18%	7%
COc1ccc2c(c1)c(=O)oc1cc(OC(C)=O)ccc12	-0.9%	8%
